NOD2-RIPK2 inh = inhibitors of human NOD2-RIPK2 interaction; 360,000 tested, 0.38% active; AID 624267; inhibition, % at 4.98 µM; CHO BLA complementation NOD2-RIPK2, CCF4 ratio; O43353; in the data active means inhibition above about 21%;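 further: 0% = vehicle only and 100% = reference blocker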
ABCB6 inh MLPCN = human ABCB6 transporter inhibition | K562-ABCB6 porphyrin accumulation, flow cytometry, 1 h; active compounds read low | AID 602162 | fluorescence ratio to DMSO, % at 10 µM | Q9NP58 | 360,000 tested, 0.19% active;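 active means fluorescence ratio to DMSO below 75%, the collection mean minus 3 SD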;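 further: signal is porphyrin accumulated inside mitochondria; 100% equals median channel fluorescence of DMSO control wells; lower ratio means ABCB6 inhibition with less porphyrin fluorescence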
TLR9-MyD88 block = TLR9-MyD88 interaction inhibition; AID 504734; CHO BLA complementation TLR9-MyD88, CCF4 FRET ratio; Q9NR96+Q99836; inhibition, % at 4.98 µM; 340,000 tested, 0.21% active;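 active means inhibition above the mean over all tested compounds plus 3 SD, cut at about 21% in these data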;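 further: 0% = DMSO only wells and 100% = clavulanate BLA inhibitor control wells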
Glyco luc inh = blocks N-linked glycosylation in D54 reporter cells; reporter increase, % at 12.5 µM; D54 ERlucT glycosylation luciferase reporter, 24 h; percent of 100 nM tunicamycin response; 360,000 tested, 0.23% active;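 active means mean luciferase reporter signal, scaled so untreated is 0 and the glycosylation-blocking control 100, at or above a set limit in every replicate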;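 further: luciferase carries N-glycosylation sites so blocking glycosylation raises the light; 0% = median of neutral control wells and 100% = median of 100 nM tunicamycin wells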
ABHD5 PLIN5 PPI = ABHD5-PLIN5 protein interaction inhibition. Q00G26+Q8WTS1. AID 602281. Split G. princeps luciferase complementation, luminescence, 4 h. inhibition, % at 4 µM. 360,000 tested, 0.78% active;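 active means inhibition above the mean inhibition across every tested compound plus 3 SD, cut at about 22% in these data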;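 further: 0% = DMSO only wells and the 100% control is not disclosed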
Target sequence (Q00G26 whole entry, looked up): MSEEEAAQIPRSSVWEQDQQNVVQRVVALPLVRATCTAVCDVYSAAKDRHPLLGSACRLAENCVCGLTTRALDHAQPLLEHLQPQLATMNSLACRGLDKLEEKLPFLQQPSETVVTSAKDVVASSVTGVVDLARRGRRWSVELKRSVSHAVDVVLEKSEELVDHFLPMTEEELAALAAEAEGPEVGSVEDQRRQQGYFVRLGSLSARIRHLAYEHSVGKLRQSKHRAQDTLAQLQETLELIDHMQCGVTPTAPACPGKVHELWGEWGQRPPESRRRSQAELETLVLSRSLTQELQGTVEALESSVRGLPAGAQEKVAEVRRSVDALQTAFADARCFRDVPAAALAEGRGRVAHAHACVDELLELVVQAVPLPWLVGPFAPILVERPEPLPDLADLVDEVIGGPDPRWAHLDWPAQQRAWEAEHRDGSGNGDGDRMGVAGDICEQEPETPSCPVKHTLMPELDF
Target sequence (Q8WTS1 whole entry, looked up): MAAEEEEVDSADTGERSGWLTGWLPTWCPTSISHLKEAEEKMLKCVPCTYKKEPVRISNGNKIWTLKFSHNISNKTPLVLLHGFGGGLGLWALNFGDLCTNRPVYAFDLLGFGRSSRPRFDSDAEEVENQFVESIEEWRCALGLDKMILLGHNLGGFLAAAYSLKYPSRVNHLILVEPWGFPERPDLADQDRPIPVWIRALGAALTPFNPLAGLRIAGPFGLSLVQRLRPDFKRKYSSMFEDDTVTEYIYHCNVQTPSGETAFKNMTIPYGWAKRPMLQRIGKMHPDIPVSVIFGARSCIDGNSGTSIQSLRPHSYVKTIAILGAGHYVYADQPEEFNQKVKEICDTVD
NCOA2 inhibitor = human SRC2 (NCOA2) inhibition | Q15596 | HEK293 GAL4-SRC2 luciferase reporter, luminescence | inhibition, % at 9 µM | 370,000 tested, 0.17% active | AID 651957;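 active means inhibition above the mean inhibition of all tested compounds plus 3 SD, set per campaign, cut at about 52% in these data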;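 further: 0% = DMSO treated cells and 100% = cells given Gossypol at 36 µM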
Cardio protect = myocardial damage modulation in H9c2 cells; H9c2 cardiomyocytes, H2O2 injury protection, ATPLite, 2 h; protection from H2O2 cell death, % at 20 µM; 360,000 tested, 0.63% active; AID 588492;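 active means compounds giving at least 50% protection of heart cells from peroxide-induced death in the single-dose screen, raw or plate-pattern-corrected value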;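 further: 0% = DMSO wells with peroxide and 100% = DMSO wells without peroxide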
MC4R antag cAMP = blocks human MC4R cAMP signaling. P32245. MC4R-expressing cells, MTII-stimulated cAMP, LANCE TR-FRET. inhibition, % at 6.5 µM. 360,000 tested, 0.48% active;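 active means inhibition above its plate's cutoff, the mean of tested wells on that plate plus 3 SD, cut at about 29% in these data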;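 further: 0% = Melanotan II alone and 100% = Melanotan II plus saturating MCL0020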
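Test system: U2OS cells stably expressing human melanocortin 4 receptor (MC4R); also added: Melanotan II challenge; compound: 6.5 µM single dose; timing: 30-min compound preincubation, 1-h Melanotan II challenge, 1-h detection, room temperature; signal: Eu-cAMP/anti-cAMP TR-FRET, emission 671 nm; repeats: one well per compound, no replicates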
HTR2A ag = agonists of mouse serotonin 5-HT2A receptor (HTR2A) | P35363 | CHO-K1 mHTR2A beta-arrestin complementation, luminescence; percent of 30 µM serotonin response | activation, % at 7.6 µM | 360,000 tested, 0.66% active | AID 624169;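 active means activation above a run cutoff, the mean activation of all tested compounds plus 3 SD, cut at about 14% in these data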;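 further: 0% = plate median of compound wells and 100% = 30 µM serotonin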
MC4R barr agon = agonists of human melanocortin 4 receptor (MC4R) beta-arrestin; activation, % at 8.9 µM; AID 540308; P32245; U2OS MC4R beta-arrestin complementation, luminescence; percent of melanotan II response, DMSO zero; 360,000 tested, 0.98% active;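 active means activation above a per-plate cutoff, the mean activation of sample wells on that plate plus 3 SD, cut at about 8% in these data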
* marks the source's active call; other numbers are inactive results; . = no result given.

SMILES	NOD2-RIPK2 inh	ABCB6 inh MLPCN	TLR9-MyD88 block	Glyco luc inh	ABHD5 PLIN5 PPI	NCOA2 inhibitor	Cardio protect	MC4R antag cAMP	HTR2A ag	MC4R barr agon
CCOc1ccccc1NC(=O)n1ncc2c(C)cccc21	-2	99	-4	0	-14	-10	-9	2	2	-0.6
CCc1ccccc1OCC(=O)N1CCN(c2ncccn2)CC1	6	97	-6	-1	11	11	0	8	-3	-2.8
CC(Sc1n[nH]c(=O)n1Cc1ccccc1)C(=O)NC1CCCCC1C (centres undefined)	11	97	-5	-1	16	-14	-1	1	-4	-2.8
CCN(CC)S(=O)(=O)c1cccc(NN=c2c(=O)c3ccccc3c2=O)c1	-12	103	8	7	1	-11	-13	18	-3	1.9
CC(C)Oc1ccc(NC(=O)C2CCCNC2=O)cc1 (centres undefined)	-4	92	4	0	-2	-21	7	19	1	1.6
Cc1ccc(S(=O)(=O)NCC(C)NS(C)(=O)=O)cc1 (centres undefined)	4	96	3	5	1	13	-1	2	-1	-1.8
COc1cc(OC)cc(C(=O)NCc2cc(C)nc3ccccc23)c1	-7	99	6	2	0	19	10	-16	4	-2.8
Cc1ccccc1NC(=O)COC(=O)c1ccc2nc(C)c(C)nc2c1	-2	102	-7	3	3	-34	-2	9	-5	-1.9
COC(=O)[C@@]12C[C@@H](CC(=O)NCCCCc3ccccc3)C(=O)N(Cc3ccccc3)C1=CCC(C)(C)C2	-9	.	.	.	4	-12	.	.	-1	.
CCOc1ccc(Nc2nc(N)nc(CCl)n2)cc1	-5	103	-7	-4	1	9	-7	11	6	12*
CC1CC(C)(C)NC(=S)N1CCCC(=O)N1CCN(c2ccccc2F)CC1 (centres undefined)	-4	101	-12	0	6	5	5	5	-4	-2.9
CC(OC(=O)Cn1[nH]c(=O)c2ccccc2c1=O)C(=O)NC1(C#N)CCCCC1 (centres undefined)	-9	99	-11	1	-5	-3	70*	1	-6	-1.7

Part of the list above, in markdown.
| compound | NOD2-RIPK2 inh | ABCB6 inh MLPCN | TLR9-MyD88 block | Glyco luc inh | ABHD5 PLIN5 PPI | NCOA2 inhibitor | Cardio protect | MC4R antag cAMP | HTR2A ag | MC4R barr agon |
| --- | --- | --- | --- | --- | --- | --- | --- | --- | --- | --- |
| Cc1ccccc1NC(=O)COC(=O)c1ccc2nc(C)c(C)nc2c1 | -2 | 102 | -7 | 3 | 3 | -34 | -2 | 9 | -5 | -1.9 |
| CCOc1ccc(Nc2nc(N)nc(CCl)n2)cc1 | -5 | 103 | -7 | -4 | 1 | 9 | -7 | 11 | 6 | 12* |

Additional compounds follow.
SMILES	NOD2-RIPK2 inh	ABCB6 inh MLPCN	TLR9-MyD88 block	Glyco luc inh	ABHD5 PLIN5 PPI	NCOA2 inhibitor	Cardio protect	MC4R antag cAMP	HTR2A ag	MC4R barr agon
C=CCNC(=S)N1CCN(CCNC2=CC(=O)CC(C)(C)C2)CC1	-3	94	-4	0	-3	7	-2	4	2	0.1
C[C@H](NC(=O)[C@@H]1CSC2c3ccccc3C(=O)N21)C(=O)NCc1c(F)cccc1Cl (some centres undefined)	-1	94	-6	-1	-19	-3	-2	23	17*	-1.0
O=[N+]([O-])c1ccc(CN2CC(N3CCC(Cc4ccccc4)CC3)CS2(=O)=O)cc1 (centres undefined)	3	93	-9	-3	5	-35	-15	5	2	0.7
O=C(NC12CC3CC(CC(C3)C1)C2)c1ccc(-c2ccccc2Cl)o1	0	108	-2	-13	-4	-72	-26	16	-5	-2.1
O=C(Cn1c(C(F)(F)F)nc2ccccc21)c1ccc(Br)cc1	-3	90	-2	-5	-3	9	-1	2	1	1.7
C#CCOCCOCCOCCNc1nc(N2CCN(C(=O)CCCCCCCCCCNC(=O)[C@H](CCCCN)n3cc(CCCC(=O)O)nn3)CC2)nc(N2CCN(C(=O)CCCCCCCCCCNC(=O)[C@H](CCCCN)n3cc(CCCC(=O)O)nn3)CC2)n1	-6	96	2	2	14	.	0	-2	3	-0.6
N/C(=N\OC(=O)Cc1cccs1)c1cccc([N+](=O)[O-])c1	-3	103	6	-1	-6	-14	-1	6	6	-4.7
COc1cc(C2=NC(CO)(CO)CO2)cc(OC)c1OC	2	96	1	2	-8	-7	-3	17	3	0.6
Cc1nn(Cc2ccc(F)cc2)c(C)c1NC(=O)c1cc(-c2ccco2)on1	-4	101	2	-4	4	.	-8	0	5	-0.4
COc1ccc(CC(CN)c2ccccc2)cc1 (centres undefined)	10	94	-7	-4	-3	11	-1	14	-1	-0.8
CCCCP(=O)(c1ccccn1)c1ccccn1	7	102	12	2	7	-8	0	1	8	1.0
O=C1CCCN1C(=O)CSc1nnnn1-c1ccccc1	-3	96	-2	0	-5	-2	-1	14	1	-1.1
CC(=O)NCC(=O)OCC(=O)Nc1nc(-c2ccccc2)cs1	-7	101	-4	2	-2	-33	-3	-3	-1	-1.6
COc1cc(C(=O)NCC(c2cccs2)N2CCOCC2)ccc1OCc1ccc(Cl)cc1 (centres undefined)	1	93	-4	-4	5	4	-6	12	-6	-0.6
CCc1c(O)nc(SCC(=O)N2CCc3cc(OC)c(OC)cc3[C@@H]2C)[nH]c1=O	-4	102	-1	1	-3	22	0	3	-2	-1.6
O=C1CC(N2C(=O)/C(=C/C=C/c3ccccc3)SC2=S)C(=O)N1c1ccccc1 (centres undefined)	-11	100	4	-1	3	-2	22	8	10	1.0
O=C1C2CC=CCC2C(=O)N1c1ccc(N2CCN(c3ccccn3)CC2)c([N+](=O)[O-])c1 (centres undefined)	-1	97	-12	1	-12	7	-25	3	1	-2.2
Cc1cc(NC(=O)COC(=O)c2ccccc2O)no1	4	102	1	-1	3	-18	-1	8	9	0.5
Cn1c(SCC(=O)NCCc2ccc(S(N)(=O)=O)cc2)nc2ccccc2c1=O	6	83	-8	0	-1	19	7	-1	7	-0.6
CCn1c(CSCc2c(Cl)cccc2Cl)n[nH]c1=S	-6	96	-2	-2	-3	5	0	-1	3	-3.5
CC(C)(CNC(=O)COc1ccccc1Cc1ccccc1)N1CCOCC1	-10	95	-3	-2	-2	-10	4	8	-1	0.1
CCOc1nc(NCCN2CCOCC2)nc(Nc2ccc([N+](=O)[O-])cc2)n1	0	105	2	-1	-4	3	14	4	-5	-2.3
CCNC(=O)C12CCC(C)(C(=O)O1)C2(C)C (centres undefined)	-5	98	-3	0	1	8	1	9	0	-2.1
CCN(CC)S(=O)(=O)c1cccc(NC(=O)COc2ccc(F)cc2Br)c1	-7	99	7	-6	-7	-2	-25	3	-6	-0.2
C=Cn1cc[n+](CC(=O)c2ccc(C)cc2)c1	1	105	8	-1	1	-3	1	-6	3	2.0
CCCn1c2ccccc2c2nnc(SCC(=O)Nc3nnc(CC(=O)OCC)s3)nc21	-6	95	-11	2	0	2	11	9	5	1.0
O=C(CSc1ccc2nnc(CCNC(=O)c3ccccc3)n2n1)NCc1ccco1	-9	106	-10	0	3	-18	1	5	1	-2.4
CN(C)S(=O)(=O)c1ccc(C(=O)OCC(=O)Nc2ccc3c(c2)OCO3)cc1	7	99	-12	4	12	7	6	7	0	-3.2
Cc1nc(NCCN2CCOCC2)c2oc3ccccc3c2n1	-4	102	-2	0	0	-2	9	11	0	-1.5
O=C(O)CSc1nc2c(c(=O)[nH]1)CCCC2	6	101	-1	0	-4	18	2	1	-2	1.6
COc1cc(Br)cc(CN2CCN(c3ncccn3)CC2)c1O	-10	97	4	-1	0	-7	-8	3	33*	-0.7
CCOC(=O)c1c(C)[nH]c(C(=O)COC(=O)CSCC(=O)N(CC)CC)c1C	3	95	-3	2	-1	-5	13	2	1	-1.0
COc1ccc(N(CCC#N)C(=O)/C(C#N)=C/c2cccs2)cc1	-6	103	-2	-1	6	3	1	8	-2	-3.1
COc1ccc(CNC(=O)c2cccc(C)c2[N+](=O)[O-])cc1	-14	98	-10	0	-3	18	3	13	-9	1.6
CCN(c1ccccc1)S(=O)(=O)c1nnc(NC(=O)C(C)(C)C)s1	-18	96	-1	4	4	12	-3	-2	-4	-0.5
COc1ccc(NC2CCCN(C(=O)c3cccc(N4CCNC4=O)c3)C2)cc1 (centres undefined)	-8	94	-9	-1	7	20	1	9	5	-2.5
CCN(CC)Cc1cc(C(C)=O)ccc1OCC(C)C	8	100	1	1	0	-29	8	3	1	0.5
Cn1c(=O)oc2cc(S(=O)(=O)Nc3ccc(Cl)cc3)ccc21	4	101	-5	0	-4	-15	-5	13	3	-0.2
Cn1c(SCc2ccc(C(C)(C)C)cc2)nnc1C1COc2ccccc2O1 (centres undefined)	-5	93	.	-2	4	8	-3	9	1	7.8
O=C(NC1CCCC1)C(c1ccccc1)n1c(CSCCOc2ccccc2)nc2ccccc21 (centres undefined)	3	.	.	.	-4	77*	.	.	1	.
COc1cc(/C=N/NC(=O)COc2cc(C)cc(C)c2)ccc1OS(=O)(=O)c1ccc(C)cc1	-10	93	-4	-4	-5	-31	-10	8	-3	6.3
CCC(=O)NC(Cc1ccccc1)c1ccc2c(c1)OCCCO2 (centres undefined)	-3	91	0	-1	-2	-11	1	3	-2	-0.2
CCOC(=O)C1(C)CCCN1C(=O)c1sccc1C (centres undefined)	-2	96	.	2	-2	21	2	10	-2	-1.9
COc1ccc2c(c1OC)C(=O)OC2Nc1ncccc1C (centres undefined)	-6	97	-9	1	3	-4	2	-2	3	0.4
CC(=O)Nc1ccc(NC(=O)CSc2ccccn2)cc1	-4	100	-3	2	12	-13	5	-10	4	0.0
COCCn1c(=N)c(C(=O)NCCc2ccccc2)cc2c(=O)n3cccc(C)c3nc21	-6	104	-6	0	1	-39	39	-1	-3	0.1
CCOC(=O)c1sc(C)c2c(=O)n(Cc3ccc(Cl)cc3)c(C)nc12	7	99	-8	0	-4	20	-8	10	3	1.4
CCCCCn1c(CCNC(=O)c2cccs2)nc2ccccc21	4	91	5	-2	-7	17	-5	10	0	-0.4
COc1ccc(-c2nc3ncccn3c2Br)cc1	-4	94	-2	1	0	-9	-6	3	5	-1.4
O=C(COC(=O)CNS(=O)(=O)c1cccc(Br)c1)Nc1ccccc1Sc1ccccc1	-8	101	-4	1	-9	-19	-2	29*	-3	5.1
O=C(O)CC(NC(=O)Nc1ccccc1)c1ccc(OC2CCCC2)cc1 (centres undefined)	-8	105	-1	0	-2	-5	10	-2	2	-2.1
CCCCNc1nc(CC)c2c(c1C#N)CCCC2	-11	83	3	-2	-9	-17	-27	0	-3	0.6
Cc1ccc(NC(=O)CC2(CC(=O)O)CCCC2)c(C)c1	-1	95	-9	1	-10	-20	7	-2	0	-1.1
O=C(Cn1nnc(-c2ccccc2Cl)n1)N/N=C/c1ccc2c(c1)OCO2	-1	91	-5	1	6	-10	-18	1	-4	7.8
N#C/C(=C/c1ccc(Sc2nc3ccccc3[nH]2)o1)c1cccc(F)c1	-1	104	7	1	1	0	-22	1	-5	-2.8
Nc1cc(C(F)(F)F)cc2c1SCC(=O)N2	-13	100	-6	1	-2	-3	2	17	-3	0.9

Only part of the results is shown (hit frequency here may not be typical).
